Bim-Bfl-1: inhibitors of Bim-Bfl-1 interaction, human; inhibition, % at 10 µM; Q16548; 0.12% of 190,000 active; AID 1008; Bead-based flow cytometry, Bim-Bfl-1 binding inhibition;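 further: 0% = wells without compound plus tracer and 100% = blocker peptide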
RGS7-Gao: modulates binding of RGS7 to human Galphao; P09471; Multiplexed bead flow cytometry; actives lie on both sides; binding response (% of control), % at 10 µM; 0.35% of 220,000 active; AID 1439; in the data active means binding response below about 49% or above about 150%; inconclusive means no clear call, values can overlap the other calls; inactive means in between;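 further: fluorescent Galphao held in activated GDP-AlF4 state binding bead-coupled RGS7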
Bcl-B Bim block: disrupts Bim peptide binding to human Bcl-B; AID 951; Q9HD36; 0.073% of 190,000 active; inhibition, % at 10 µM; bead-based flow cytometry;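 further: 0% = tracer peptide without compound and 100% = reference inhibitor peptide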
Bim-Bcl-W: inhibitors of Bim-Bcl-W interaction, human | bead-based flow cytometry, Bim peptide-Bcl-W binding | inhibition, % at 10 µM | 0.02% of 190,000 active | AID 952;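 further: 0% = bound tracer without compound and 100% = peptide blocker; higher means less fluorescent Bim peptide bound to Bcl-W beads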
Target sequence (Q92843 whole entry, looked up): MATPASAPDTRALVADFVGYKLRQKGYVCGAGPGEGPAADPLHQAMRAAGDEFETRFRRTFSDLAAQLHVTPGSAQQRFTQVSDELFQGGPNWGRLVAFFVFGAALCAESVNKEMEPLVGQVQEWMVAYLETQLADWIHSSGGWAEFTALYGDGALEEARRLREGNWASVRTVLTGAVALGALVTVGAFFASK
ABCG2 inh: blocks JC-1 efflux by human ABCG2 transporter | Q9UNQ0 | IgMXP3 cells, flow cytometry | inhibition, % at 6.6 µM | 0.1% of 190,000 active | AID 1325;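 active means inhibition above 80%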;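 further: 0% = DMSO and 100% = nicardipine control wells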
Target sequence (Q9UNQ0 whole entry, looked up): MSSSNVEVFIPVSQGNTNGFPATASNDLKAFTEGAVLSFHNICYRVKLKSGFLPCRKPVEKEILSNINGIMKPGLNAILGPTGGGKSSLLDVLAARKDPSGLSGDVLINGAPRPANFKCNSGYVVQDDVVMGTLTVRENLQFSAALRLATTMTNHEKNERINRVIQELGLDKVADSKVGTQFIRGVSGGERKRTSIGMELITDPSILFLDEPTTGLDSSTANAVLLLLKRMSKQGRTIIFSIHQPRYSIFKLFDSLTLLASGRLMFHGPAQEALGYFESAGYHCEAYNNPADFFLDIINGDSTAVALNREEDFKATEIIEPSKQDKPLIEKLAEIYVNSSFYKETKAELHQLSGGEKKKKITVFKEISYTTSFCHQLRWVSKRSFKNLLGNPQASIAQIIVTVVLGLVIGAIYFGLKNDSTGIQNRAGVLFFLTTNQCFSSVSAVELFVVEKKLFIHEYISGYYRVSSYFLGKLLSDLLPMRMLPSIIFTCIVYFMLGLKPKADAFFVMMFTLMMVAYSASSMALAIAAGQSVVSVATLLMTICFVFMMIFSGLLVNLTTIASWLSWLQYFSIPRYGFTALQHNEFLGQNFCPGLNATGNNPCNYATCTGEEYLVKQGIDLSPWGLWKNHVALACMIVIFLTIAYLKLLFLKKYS
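test system = two drug-resistant human cell lines, ABCG2 and ABCB1 | amount = 3 million cells/mL final, two lines in 1:1 ratio | reagent = JC-1 transporter substrate | doses = one concentration, 6.6 µM final | incubation = 10 min at 25 °C | signal = flow cytometric JC-1 green MFI at 530 nm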
RGS4-Gao reg: human RGS4-Galphao interaction regulation | P09471 | Multiplexed bead flow cytometry, RGS4-Galphao binding; actives lie on both sides | binding response (% of control), % at 10 µM | 0.33% of 220,000 active | AID 1415; in the data active means binding response below about 49% or above about 150%; inactive means in between;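 further: fluorescent Galphao activated with aluminum fluoride binding bead-coupled RGS4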
ABCB1 inh: human ABCB1 inhibition, ABCG2 as counter-screen; CCRF-Adr cells, JC-1 efflux, flow cytometry; inhibition, % at 6.6 µM; 0.067% of 190,000 active; AID 1326; in the data active means inhibition above about 40%;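 further: 0% = vehicle and 100% = reference inhibitor; higher value means more JC-1 retained so stronger ABCB1 efflux block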
Bim-Bcl-XL: inhibitors of Bim-Bcl-XL interaction, human; Q07817; Bim peptide-Bcl-XL binding, bead flow cytometry, fluorescence; inhibition, % at 10 µM; 0.04% of 190,000 active
Avidin fluor: compound fluoresces at 488/530 nm on avidin beads; compound fluorescence 488/530 nm, flow cytometry; hits give high values; fluorescence (KMESF) at 10 µM; 0.38% of 220,000 active; in the data active means fluorescence above about 47; further: inactives centre near 10
Bcl-2 Bim block: human Bim-Bcl-2 interaction inhibition. AID 950. inhibition, % at 10 µM. P10415. 0.06% of 190,000 active. Bead-based flow cytometry, Bim peptide-Bcl-2 binding; in the data active means inhibition above about 40%; inconclusive means no clear call, values can overlap the other calls;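 further: 0% = no compound wells with probe peptide and 100% = reference peptide inhibitor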
Target sequence (P10415 whole entry, looked up): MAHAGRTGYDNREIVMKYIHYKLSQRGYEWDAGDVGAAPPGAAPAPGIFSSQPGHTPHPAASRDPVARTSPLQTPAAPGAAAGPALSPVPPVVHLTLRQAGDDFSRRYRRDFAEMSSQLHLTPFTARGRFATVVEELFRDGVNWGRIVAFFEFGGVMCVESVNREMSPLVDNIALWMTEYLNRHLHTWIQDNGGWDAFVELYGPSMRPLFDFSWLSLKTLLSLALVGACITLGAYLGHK
GSH bead fluor: GSH bead compound fluorescence profile; GSH beads flow cytometry, compound fluorescence 488/530 nm; hits give high values; fluorescence (KMESF) at 10 µM; 0.25% of 190,000 active; AID 1776; in the data active means fluorescence above about 89;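 further: glutathione beads carrying GST-tagged Bcl family fusion proteins plus one bare bead set; values are compound well signal with DMSO vehicle wells as background; inactives centre near 16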
Active calls of the source: *; ? = inconclusive; [ ] = remark or other dose. Unless noted, no stated cut-off is given here; in the data, active means inhibition above about 40%.

SMILES	Bim-Bfl-1	RGS7-Gao	Bcl-B Bim block	Bim-Bcl-W	ABCG2 inh	RGS4-Gao reg	ABCB1 inh	Bim-Bcl-XL	Avidin fluor	Bcl-2 Bim block	GSH bead fluor
CC(C)OC(=O)[C@H]1[C@H](c2ccc(Cl)cc2)[C@@](C#N)(C(N)=O)[C@@H]2C=CC(C(N)=O)=CN21	-2	104	-6	5	3	103	0.2	0	14	-7	31
COc1ccc(C(=O)NCc2nnc(SC)n2C2CCCCC2)cc1	-9	104	-14	-5	5	105	1.5	-9	24	-5	16
Cc1ccccc1Cn1c(=O)n(-c2ccccc2)c(=O)c2ccc(C(=O)NCc3ccco3)cc21	0	99	-4	0	0	98	0.5	-5	7	-1	17
O=C(Cn1[nH]c(=O)c2ccccc2c1=O)Nc1cccnc1	-3	99	1	4	4	96	0.7	2	6	0	11
O=C(NCc1ccccc1)C1=C[C@H](C2CC2)C[C@H](OCCCCO)O1	-10	104	-2	-2	4	104	1.0	-3	6	-8	20
Fc1cccc(Cc2noc(CN3CCCCC3c3ccccn3)n2)c1 (stereo unspecified)	-6	106	0	0	1	99	0.4	1	13	-1	12
O=C(CN(Cc1ccccc1)C(=O)CCC(=O)Nc1nccs1)NCc1ccco1	-1	97	-3	-2	3	99	0.4	-1	34	-6	16
Fc1cccc(Cc2noc(CN3CCC(c4ccncc4)CC3)n2)c1	-4	97	-7	-5	-1	97	0.0	-9	8	-3	9
CCOC(=O)c1ccc(NC(=S)N(CCCN2CCCCCC2)Cc2ccco2)cc1	2	91	-6	0	0	95	1.1	-5	3	1	7
COC(=O)Cn1c(CN2CCc3ccccc3C2)nc2c1c(=O)n(C)c(=O)n2C	-9	99	-4	-1	2	98	0.7	-3	7	-8	12
Cc1ccnc(NC(=O)c2ccco2)n1	-3	?	-3	-2	6	98	1.2	-3	8	-3	19
CCc1cccc(C)c1NC(=O)CN(C)Cc1ccccc1F	0	100	-3	-3	4	99	1.3	1	0	-1	6
COCCOC(=O)C1=C(C)N=C2SCCC(=O)N2C1c1ccc(C(=O)OC)cc1 (stereo unspecified)	0	98	-1	-3	1	100	0.8	-2	37	-1	25
CC(C)CNS(=O)(=O)c1ccc(CCC(=O)NCc2cccnc2)cc1	-18	101	-8	0	4	98	-0.9	-9	13	-7	24
O=C(Nc1ccc(Oc2ccccc2)cc1)c1ccc(Cn2c(=O)[nH]c3ccsc3c2=O)cc1	-3	101	-11	-7	3	99	-0.8	-7	6	-3	13
Cc1ccccc1C(=O)Nc1ccc(N2CCCC2)cc1	6	106	-6	2	7	96	0.6	0	8	2	24
CCOC(=O)CSCC(=O)Nc1ccc(S(=O)(=O)N2CCCCC2)cc1	-12	98	-5	1	0	102	0.0	0	6	-4	16
O=C(Nc1nnc(-c2ccco2)o1)c1cccc2ccccc12	-6	100	-8	-5	5	101	-0.1	-6	13	-1	13
O=C(CSc1nc(C2CC2)nc2ccccc12)Nc1ccccc1N1CCOCC1	-3	100	-8	-3	4	102	2.6	-4	9	0	15
CCOC(=O)CC1C(=O)NCCN1S(=O)(=O)c1ccc(OC)cc1 (stereo unspecified)	-2	101	-3	0	1	99	-0.1	1	9	2	17
O=C(CN(Cc1ccccc1)C(=O)CSc1nnc(COc2ccccc2)o1)NC1CCCC1	11	91	-20	0	2	93	5.9	0	13	6	22
CC(/C=N/NC(=O)c1cccs1)=C\c1ccccc1	-7	100	-2	1	24	100	-2.4	-1	8	-2	13
COc1ccc(CCN2C(=O)CC(NCCc3ccc(S(N)(=O)=O)cc3)C2=O)cc1OC (stereo unspecified)	-13	100	-10	2	0	98	0.4	-7	10	-12	10
CN1c2ccsc2C(O)=C(C(=O)Nc2ccccc2)S1(=O)=O	-2	101	1	-1	1	107	0.3	-3	37	0	12
COc1ccccc1/C=N/NC(=O)CN(C1=NS(=O)(=O)c2ccccc21)c1ccccc1	0	97	0	0	3	98	0.3	-2	13	2	22
C/C(CCc1ccc2c(c1)OCO2)=N\N=C(/N)SC1CC(=O)N(c2ccc(Cl)cc2)C1=O (stereo unspecified)	-15	96	-10	-1	11	98	1.7	-10	13	-12	32
CCCC(=O)Nc1c(C(=O)OCC)oc2ccccc12	-6	106	-7	-4	7	105	-0.3	-4	5	-3	23
CCCc1nnc(NC(=O)Cn2c(=O)oc3cc(Br)ccc32)s1	-8	100	-11	4	1	100	0.0	1	5	-8	51
O=C1N/C(=C\c2ccc(O)cc2)C(=O)c2ccccc21	0	99	0	1	-3	94	-6.5	4	14	2	28
COc1ccc(C(=O)/C(=C/c2cccs2)c2nc3ccccc3o2)cc1	-1	99	0	-1	1	101	0.2	0	16	-2	13
CC(=O)C1=C(O)C(=O)N(Cc2cccnc2)C1c1ccc(Cl)cc1 (stereo unspecified)	1	102	4	0	0	100	-0.2	-1	21	-6	16
CCC(CC)C(=O)NCc1ccccc1OC	-3	99	0	0	0	100	0.2	-2	35	-4	23
COc1ccc2nc(NC(=O)CSc3nc(C)cc(C)n3)sc2c1	-8	106	-3	3	4	105	1.4	-12	8	-7	34
Cn1c(SCC(=O)N/N=C/c2cccs2)nc2ccccc21	-12	101	-6	1	33	102	1.3	-2	27	-6	24
Cc1ccc(-c2cc(C(=O)N3CCCc4ccccc43)c3ccccc3n2)cc1	1	101	0	-1	6	101	1.5	0	11	1	17
Cn1c(=O)n(C)c2cc(S(=O)(=O)NCc3ccco3)ccc21	-9	204*[activator]	-7	1	6	117	0.3	-5	176*	-6	23
Cc1cc(C(=O)COC(=O)c2ccc(CO)cc2)c(C)n1CC1COc2ccccc2O1 (stereo unspecified)	-13	99	-5	0	22	100	0.9	-5	14	-7	11
COCCn1c(Cc2ccccc2)nnc1SCC(=O)Nc1cc(C)on1	-2	102	6	3	-1	99	-4.6	2	13	2	27
Cn1c(SCC(=O)Nc2nccs2)nnc1-c1ccncc1	-13	91	-10	0	0	92	0.1	-13	9	-10	20
CCOC(=O)c1sc2ncn(/N=C/N(C)C)c(=O)c2c1C	-13	107	-11	-2	7	105	0.3	-8	14	-14	27
COc1cc(/C=N/NC(=O)c2ccccc2)ccc1OS(=O)(=O)c1ccccc1	-2	99	-4	-4	3	101	1.2	-9	3	-2	10
CCC(=O)OCC(=O)c1cc(C)n(-c2ccc(Br)cc2)c1C	3	93	3	-4	6	87	0.9	-1	8	4	18
Cc1ccccc1OCC(=O)Nc1cccc(C(=O)O)c1	-3	100	0	1	8	100	0.9	-1	10	0	19
CCOc1ccc(N(CC(=O)NN=C2CCCC2)S(C)(=O)=O)cc1	-6	103	-1	0	-1	103	0.3	-4	10	-2	10
O=C(CN1C(=O)CS/C1=C\c1nc(-c2ccc(Cl)cc2)cs1)Nc1cccnc1Cl	-1	100	-3	0	0	102	-0.2	-2	17	0	9
CN(C)S(=O)(=O)c1ccc(C(=O)Nc2ccc(Cl)cc2)cc1	1	99	-2	0	1	109	0.1	0	4	2	21
O=C(Nc1ccc(Br)cc1)N1CCCCC1	-7	103	-6	-3	3	102	0.1	-4	11	-4	22
CCCS(=O)(=O)NCCc1cc2ccc(OC)cc2[nH]c1=O	-14	103	-7	1	2	91	0.4	-4	6	-11	26

Shown with two lines to a compound: 6 of the compounds above
Results follow in this order: Bim-Bfl-1	RGS7-Gao	Bcl-B Bim block	Bim-Bcl-W	ABCG2 inh	RGS4-Gao reg	ABCB1 inh	Bim-Bcl-XL	Avidin fluor	Bcl-2 Bim block	GSH bead fluor
- Cc1ccccc1OCC(=O)Nc1cccc(C(=O)O)c1
  -3	100	0	1	8	100	0.9	-1	10	0	19
- Cc1cc(C(=O)COC(=O)c2ccc(CO)cc2)c(C)n1CC1COc2ccccc2O1 (stereo unspecified)
  -13	99	-5	0	22	100	0.9	-5	14	-7	11
- CC(C)OC(=O)[C@H]1[C@H](c2ccc(Cl)cc2)[C@@](C#N)(C(N)=O)[C@@H]2C=CC(C(N)=O)=CN21
  -2	104	-6	5	3	103	0.2	0	14	-7	31
- O=C(CSc1nc(C2CC2)nc2ccccc12)Nc1ccccc1N1CCOCC1
  -3	100	-8	-3	4	102	2.6	-4	9	0	15
- CCOC(=O)CSCC(=O)Nc1ccc(S(=O)(=O)N2CCCCC2)cc1
  -12	98	-5	1	0	102	0.0	0	6	-4	16
- CCC(=O)OCC(=O)c1cc(C)n(-c2ccc(Br)cc2)c1C
  3	93	3	-4	6	87	0.9	-1	8	4	18

Additional records follow:
SMILES	Bim-Bfl-1	RGS7-Gao	Bcl-B Bim block	Bim-Bcl-W	ABCG2 inh	RGS4-Gao reg	ABCB1 inh	Bim-Bcl-XL	Avidin fluor	Bcl-2 Bim block	GSH bead fluor
COc1cccc(C(=O)COc2ccc3ccc(=O)oc3c2)c1	-5	101	-1	1	3	99	-0.1	1	16	-1	18
Cc1ccc(-n2nc(C)c(C(C)(O)C(F)(F)F)c2N)cc1 (stereo unspecified)	-3	98	-6	-10	0	97	0.0	-17	3	-4	16
O=C(c1ccc2c(=O)n(Cc3ccc4c(c3)OCO4)c(=S)[nH]c2c1)N1CCCCC1	-16	103	-7	-1	-8	105	0.1	-3	24	-3	18
CN(C)S(=O)(=O)N(CC(=O)N1CCN(c2ccccc2)CC1)c1ccccc1	-13	101	-7	-3	2	100	1.1	-5	10	-6	52
CC(=O)c1cccc(S(=O)(=O)N(C)C2CCN(C)CC2)c1	-2	102	-2	1	4	102	0.5	0	9	1	19
COC(=O)N/N=C/c1ccc(Oc2ccccc2)cc1	-5	?	-3	3	15	99	1.1	0	9	1	17
N#CC1=C(N)OC2=C(C(=O)CCC2)C1c1ccc(OC(=O)N2CCOCC2)cc1 (stereo unspecified)	-15	94	-8	0	1	96	0.5	1	9	-10	22
Cc1ccccc1C(=O)N/N=C/c1ccc(OCC(=O)N2CCCCC2)cc1	-3	101	-5	-4	19	103	0.5	-4	11	-2	32
Cc1ccccc1C(=O)Nc1cccc(NC(=S)NC(=O)c2cccs2)c1	-12	100	-11	-2	1	102	-0.2	-3	9	-9	10
CCOC(=O)C1CCN(Cc2ccc(Cl)c(Cl)c2)CC1	-20	99	-11	-1	6	99	0.9	-9	14	-11	36
COc1ccc(-c2c(C)nn3c(N4CCN(Cc5ccccc5)CC4)cc(C)nc23)cc1OC	0	102	-8	0	1	102	1.0	-3	5	-3	28
CC(=O)Cc1nsc(NC(=O)c2ccc(-c3cc(C(F)(F)F)ccc3Cl)o2)n1	-8	100	-6	0	-1	102	-0.4	-13	8	-7	50
Cc1ccc(S(=O)(=O)N2CCOCC2)cc1C(=O)NCc1ccco1	-24	97	-10	-9	5	99	1.0	-14	10	-15	26
COc1ccccc1OCC(=O)Nc1ccc(S(=O)(=O)N2CCCCCC2)cc1	-8	98	-5	2	2	97	0.3	-2	4	-2	28
C=CCn1c(=O)/c(=C/c2ccc(F)cc2)s/c1=C(\C#N)c1nnc2n1CCCCC2	-9	101	-10	-8	0	101	0.0	-7	22	-13	14
O=C(c1ccccc1F)N1CCN=C1SCc1cccnc1	-11	66	-3	-2	0	69	0.3	-2	6	-7	22
CCN(CCO)c1cc(Cl)nc(SC)n1	0	105	2	-2	1	106	0.4	0	17	1	17
COc1cccc(Oc2ccc(C(F)(F)F)cc2NC(=O)c2cccc(F)c2)c1	0	99	-4	0	6	97	0.0	-4	2	0	8
C=C(C)CNC(=S)N/N=C(\C)c1cccc(NC(C)=O)c1	-3	104	-4	0	42	105	-2.2	0	9	0	15

Bioassay records from PubChem.
